From PubChem BioAssay
H69AR inhibit: blocks growth of human H69AR lung tumor cells; H69AR lung tumor viability, ATP luminescence, 72 h; active compounds read low; viability, % at 10 µM; 85,000 compounds, 6% hits;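 active means viability at or below 40%; inactive means viability above 40%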;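 further: multidrug resistant small cell line overexpressing MRP-1 efflux transporter; 100% = mean luminescence of untreated control wells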
S1P2 blocker: blocks the human S1P2 receptor; O95136; cell-based S1P2 antagonist assay, inhibition at 5 uM; inhibition, % at 5 µM; 97,000 compounds, 0.21% hits; AID 736; in the data active means inhibition above about 45%;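 further: CRE beta-lactamase reporter cells expressing human S1P2 stimulated with S1P; 0% = agonist at EC80 alone and 100% = agonist plus reference antagonist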
Target sequence (O95136 whole entry, looked up): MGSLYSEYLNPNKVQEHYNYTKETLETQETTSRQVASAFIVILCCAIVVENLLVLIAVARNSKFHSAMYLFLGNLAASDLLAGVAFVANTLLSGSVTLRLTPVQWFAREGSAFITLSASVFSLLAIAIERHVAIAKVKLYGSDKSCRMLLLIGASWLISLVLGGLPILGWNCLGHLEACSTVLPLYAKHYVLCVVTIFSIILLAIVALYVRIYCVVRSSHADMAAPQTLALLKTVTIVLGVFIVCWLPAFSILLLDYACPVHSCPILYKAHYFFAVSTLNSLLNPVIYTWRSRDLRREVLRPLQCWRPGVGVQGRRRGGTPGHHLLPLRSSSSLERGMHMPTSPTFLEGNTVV
sEH inhibitor: soluble epoxide hydrolase (human) inhibition; P34913; recombinant human sEH enzymatic activity assay; inhibition, % at 2 µM; 91,000 compounds, 0.34% hits; in the data active means inhibition above about 80%; further: values of inactives mirror those of a sister screen read the other way; many of its hits are not listed in these tables
Target sequence (P34913 whole entry, looked up): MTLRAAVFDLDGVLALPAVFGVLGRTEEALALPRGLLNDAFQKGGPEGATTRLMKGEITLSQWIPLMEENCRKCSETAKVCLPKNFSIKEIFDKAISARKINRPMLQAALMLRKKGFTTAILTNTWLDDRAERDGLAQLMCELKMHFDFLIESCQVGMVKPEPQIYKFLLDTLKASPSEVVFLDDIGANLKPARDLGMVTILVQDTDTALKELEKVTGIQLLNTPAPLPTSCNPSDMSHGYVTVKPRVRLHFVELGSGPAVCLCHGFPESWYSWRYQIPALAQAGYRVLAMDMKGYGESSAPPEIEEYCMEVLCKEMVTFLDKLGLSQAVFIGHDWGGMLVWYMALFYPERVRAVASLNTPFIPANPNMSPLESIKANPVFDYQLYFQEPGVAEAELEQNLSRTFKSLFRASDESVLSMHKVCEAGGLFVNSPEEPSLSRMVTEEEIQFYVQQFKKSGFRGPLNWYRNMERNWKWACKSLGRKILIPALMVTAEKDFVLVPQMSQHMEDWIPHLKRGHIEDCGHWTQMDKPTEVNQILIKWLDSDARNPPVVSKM
sEH activator: increases human soluble epoxide hydrolase activity | P34913 | purified human sEH enzymatic activity, activator screen | activation, % at 2 µM | 91,000 compounds, 0.04% hits | AID 717; in the data active means activation above about 37%; further: values of inactives mirror those of a sister screen read the other way
S1P2 agonist: agonists of human S1P2 receptor. O95136. S1P2-expressing cell line, agonist reporter read-out. activation, % at 4.5 µM. 97,000 compounds, 0.46% hits. AID 729; in the data active means activation above about 16%;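 further: 0% = vehicle low control and 100% = maximal reference agonist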
LYP act: LYP (human) phosphatase activation | Q9Y2R2 | recombinant LYP, DiFMUP fluorescence; 0 = plate median, 100 = signal doubled | activation, % at 2 µM | 96,000 compounds, 0.11% hits;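 active means activation at 2 µM above a set limit, the mean plus 5 SD, cut at about 37% in these data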
Lung fibro prol: blocks proliferation of human lung fibroblasts; LL 47 human lung fibroblast viability, ATP luminescence; active compounds read low; viability, % at 10 µM; 85,000 compounds, 1.1% hits; AID 719;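 active means viability at or below 50% in the single dose screen; inactive means viability above 50%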;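 further: compound exposure lasted 72 h before the ATP readout; 100% = median luminescence of untreated cell-only wells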
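Test system: LL 47 human lung fibroblasts / Quantity: 1,150 cells in each well / Medium: IMEM growth medium with 15% fetal bovine serum / Incubation: 72 h compound exposure at 37 °C after overnight plating / Detection: CellTiter-Glo luminescence measuring cellular ATP / Read-out: % viability versus median cells-only luminescence / Benchmarks: cell-only wells, no compound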
HUVEC inhibit: inhibitors of human endothelial cell proliferation. HUVEC proliferation, CellTiter-Glo luminescence, 72 h; active compounds read low. viability, % at 10 µM (by protocol). 86,000 compounds, 1.1% hits. AID 648;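 active means viability at or below 30%; inactive means viability above 30%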;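 further: 100% = median luminescence of DMSO-only cell control wells on each plate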
PostGolgi ctrl: growth of the yeast control strain, post-Golgi counter-screen. efflux-deficient yeast background strain, growth absorbance A615, 16 h. inhibition, % at 10 µM. AID 738. 98,000 compounds, 5% hits; in the data active means inhibition above about 30%
Numbers without * were called inactive; · = not tested or not shown. An excerpt. The share of hits here may be higher or lower than overall.

Abbreviations – A = H69AR inhibit; B = S1P2 blocker; C = sEH inhibitor; D = sEH activator; E = S1P2 agonist; F = LYP act; G = Lung fibro prol; H = HUVEC inhibit; I = PostGolgi ctrl
1	CCN(CCNS(=O)(=O)c1ccc2c(c1)oc(=O)n2C)c1ccccc1
  A = 94	B = 2	C = ·	D = ·	E = -6	F = -2	G = 95	H = 89	I = 3
2	N#C/C(=C\c1cn[nH]c1-c1ccccc1)C(=O)NC1CCCCCC1
  A = ·	B = 8	C = -5	D = 2	E = -3	F = 7	G = ·	H = ·	I = 11
3	Cc1cc(N(C)C)cc(C)[n+]1[O-]
  A = 102	B = -2	C = 7	D = -7	E = -1	F = -6	G = 90	H = 110	I = 7
4	CC(=O)Nc1cc(NC(=O)CCCC(=O)O)ccc1Cl
  A = 65	B = 21	C = 8	D = -4	E = -4	F = -3	G = ·	H = 97	I = -1
5	O=C(c1c(F)cccc1F)N(Cc1ccccn1)C1CC1
  A = 104	B = -1	C = -13	D = 16	E = -6	F = 12	G = 99	H = 98	I = -2
6	CC(NC(=O)c1ccco1)C(=O)OCc1cccc(Cl)c1 (configuration not stated)
  A = 98	B = 25	C = -5	D = 6	E = -2	F = 2	G = 96	H = 107	I = -5
7	COC(=O)c1c(NC(=O)CSc2nnnn2-c2ccc3c(c2)OCO3)sc(C)c1C
  A = 84	B = 19	C = -1	D = 2	E = -6	F = -5	G = 90	H = 89	I = 11
8	Cc1ccc2c(c1)N1C(=O)c3ccccc3C1C1=C(CC(C)(C)CC1=O)N2 (configuration not stated)
  A = 56	B = -11	C = 2	D = 1	E = 2	F = 19	G = 93	H = 108	I = ·
9	CNC(=O)c1cc(S(=O)(=O)N(C)C)ccc1Cl
  A = 95	B = -1	C = 9	D = -8	E = -5	F = -7	G = 100	H = 98	I = 7
10	CC(C)CCOc1cccc(OCC(=O)N(C)C2CCS(=O)(=O)C2)c1 (configuration not stated)
  A = 88	B = ·	C = ·	D = ·	E = ·	F = ·	G = 96	H = 93	I = -3
11	O=C(O)C1CCCCC1C(=O)NCCc1c[nH]c2ccccc12 (configuration not stated)
  A = 87	B = 3	C = 2	D = 3	E = -4	F = 3	G = 93	H = 92	I = 0
12	Cn1c(N)c(C(=O)COC(=O)C2(c3ccc(Cl)cc3)CCCC2)c(=O)n(C)c1=O
  A = 95	B = -12	C = 6	D = -6	E = -3	F = -10	G = 97	H = 101	I = 6
13	C=C(C)Cc1c(C)nc(-c2ccccc2)[nH]c1=O
  A = 103	B = 0	C = -2	D = 2	E = -4	F = -6	G = 96	H = 94	I = 4
14	COc1ccc(C(=O)OCCNC(=O)c2c(Cl)nc3ccccn23)cc1
  A = 85	B = -28	C = -9	D = 9	E = 21*	F = -10	G = 98	H = 83	I = 36*
15	Cc1ccc(S(=O)(=O)NC(CC(C)C)C(=O)Oc2ccc3c4c(c(=O)oc3c2)CCC4)cc1 (configuration not stated)
  A = ·	B = 12	C = -14	D = 12	E = -3	F = 2	G = ·	H = ·	I = 16
16	CCc1ccc2c(c1)C1(SC(NC(C)=O)=NN1C(C)=O)C(=O)N2C(C)C (configuration not stated)
  A = ·	B = 32	C = -3	D = 4	E = -6	F = 5	G = ·	H = ·	I = 9
17	COc1ccc(Cc2nnc(SCC(=O)c3ccccc3)o2)cc1
  A = 90	B = 19	C = -2	D = 3	E = -2	F = 0	G = ·	H = 101	I = 27
18	N#C/C(=C\C=C\c1ccccc1[N+](=O)[O-])c1nc(-c2ccc3c(c2)OCO3)cs1
  A = ·	B = -10	C = -1	D = 1	E = -3	F = -11	G = ·	H = ·	I = 3
19	O=C(c1ccc(S(=O)(=O)N2CCCCCC2)cc1)N1CCN(c2ccccn2)CC1
  A = 69	B = -5	C = 1	D = 2	E = -4	F = -16	G = 98	H = 102	I = 20
20	CN1C(=O)C2(Oc3ccccc3C3CC(c4ccccc4)=NN32)c2ccccc21 (configuration not stated)
  A = ·	B = 13	C = -11	D = 13	E = -6	F = 2	G = ·	H = ·	I = 51*
21	CC(c1ccco1)N(C(=O)COc1ccccc1[N+](=O)[O-])c1ccccn1 (configuration not stated)
  A = 87	B = -7	C = -13	D = 11	E = -1	F = 5	G = 107	H = 92	I = 14
22	COCCN1Cc2cccc(C(=O)Nc3cccc(C)c3C)c2C1=O
  A = 79	B = 6	C = -7	D = 7	E = 2	F = 33	G = 99	H = 88	I = 1
23	Cc1nc(NNC(=O)c2ccc([N+](=O)[O-])cc2)cc(-c2ccccc2)n1
  A = 88	B = -6	C = -10	D = 5	E = -3	F = 1	G = 97	H = 98	I = 14
24	COc1ccc(NC(=O)C2CC(=O)n3ncnc3N2)cc1 (configuration not stated)
  A = ·	B = 9	C = 12	D = -11	E = -4	F = 2	G = ·	H = ·	I = -3
25	Cc1csc2nc(CNC(=O)c3cccc(C(F)(F)F)c3)cn12
  A = 98	B = 3	C = -3	D = 3	E = -6	F = 3	G = 98	H = 93	I = 6

Entries by screen from the list.
Compounds 12 to 22 in H69AR inhibit: 95, 103, 85, ·, ·, 90, ·, 69, ·, 87, 79

Next section:
Abbreviations – A = H69AR inhibit; B = S1P2 blocker; C = sEH inhibitor; D = sEH activator; E = S1P2 agonist; F = LYP act; G = Lung fibro prol; H = HUVEC inhibit; I = PostGolgi ctrl
26	CCN(c1ccccc1)c1cc(C)nc2ncnn12
  A = 96	B = ·	C = ·	D = ·	E = ·	F = ·	G = 101	H = 92	I = -2
27	c1cn(CCCNc2ncnc3sc4c(c23)CCC4)cn1
  A = 89	B = ·	C = ·	D = ·	E = ·	F = ·	G = 88	H = 90	I = 4
28	CCOc1ccc(C2CC(=O)NC(SCC(=O)OC)=C2C#N)cc1 (configuration not stated)
  A = 105	B = 8	C = -14	D = 11	E = -6	F = 5	G = 97	H = 95	I = -1
29	CCOc1ccc(OCCOCCOc2c(Cl)cccc2Cl)cc1
  A = ·	B = 22	C = -3	D = 6	E = -4	F = 7	G = ·	H = ·	I = ·
30	CCC(=O)N(Cc1cc2cc(OC)ccc2[nH]c1=O)c1ccccc1C
  A = 55	B = 22	C = 5	D = -6	E = -7	F = -7	G = 91	H = 101	I = 19
31	CCOC(=O)C(C(=O)OCC)C(Nc1cccc(Br)c1)c1ccccc1 (configuration not stated)
  A = ·	B = 26	C = -10	D = 10	E = -8	F = -6	G = ·	H = ·	I = 5
32	CC1=C(C(=O)Nc2cc(C)ccc2C)C(c2cccs2)NC(=S)N1 (configuration not stated)
  A = ·	B = 12	C = -1	D = 6	E = -3	F = 6	G = ·	H = ·	I = 1
33	CCOc1nc2ccccc2nc1C
  A = 94	B = 15	C = 20	D = -17	E = -3	F = 5	G = 97	H = 102	I = -8
34	CCOC(=O)c1ccc(NC(=O)C2CC2)cc1
  A = 99	B = 3	C = 10	D = -10	E = -2	F = 5	G = 107	H = 122	I = 2
35	Cc1nnc(NC(=O)COc2ccccc2)s1
  A = 110	B = -5	C = 4	D = -7	E = -5	F = -2	G = 100	H = 99	I = 3
36	CCn1nnnc1SCC(=O)c1cc(OC)ccc1OC
  A = 93	B = ·	C = ·	D = ·	E = ·	F = ·	G = 95	H = 93	I = 1
37	CC(C)(C)c1nnc2sc(SCC(=O)c3ccccc3)nn2c1=O
  A = 64	B = 0	C = 11	D = -9	E = -2	F = 0	G = 90	H = 80	I = 5
38	CC(C)NC(=O)C1CCN(C(=O)c2cc3sccc3n2Cc2ccc(F)cc2)CC1
  A = 90	B = 35	C = -4	D = 5	E = -1	F = -13	G = 93	H = 100	I = 4
39	COC(=O)c1cc(Br)c(=O)n(-c2ccc(F)cc2)c1
  A = 105	B = -34	C = -15	D = 17	E = -1	F = 0	G = 99	H = 101	I = 2
40	O=C(NC1CCCCC1)C(c1ccc(F)cc1)N(Cc1ccc2c(c1)OCO2)C(=O)c1cnsn1 (configuration not stated)
  A = 74	B = -22	C = -2	D = 6	E = 0	F = 5	G = 94	H = 101	I = ·
41	CC1=CC(=O)C=CC1(C)C(Cl)(Cl)Cl (configuration not stated)
  A = 105	B = -2	C = ·	D = ·	E = -8	F = 4	G = 102	H = 106	I = 10
42	Cc1ccc(S(=O)(=O)Nc2ccc3c(c2)ncn3C(C)(C)C)cc1
  A = 93	B = ·	C = ·	D = ·	E = ·	F = ·	G = 96	H = 111	I = 1
43	COC(=O)NCCOc1nc(N(C)C)nc(N(C)C)n1
  A = 106	B = 11	C = 6	D = -3	E = -5	F = 0	G = 101	H = 110	I = 8
44	Cc1cc(C#N)c(C)n1-c1cc(S(=O)(=O)N2CCOCC2)ccc1N1CCCC1
  A = 44	B = -19	C = -6	D = 4	E = -4	F = -3	G = 92	H = 87	I = 27
45	CCCc1ccc(-c2c(C)sc(N)c2C#N)cc1
  A = ·	B = 23	C = -7	D = 9	E = 13	F = 6	G = ·	H = ·	I = 43*
46	Cc1cc(/C=N/NC(=O)c2cccs2)c(C)n1-c1ccccc1
  A = ·	B = -4	C = 18	D = -17	E = 2	F = -2	G = ·	H = ·	I = 18
47	Cc1occc1C(=O)Nc1cccc(C(=O)O)c1
  A = ·	B = -11	C = 2	D = -4	E = -2	F = -13	G = ·	H = ·	I = 17
48	COc1cccc(-c2cc(C(=O)N3CCCc4ccccc43)no2)c1
  A = ·	B = 5	C = -5	D = 3	E = -2	F = 3	G = ·	H = ·	I = 35*
49	Cn1c(SCCCC(=O)c2ccc(F)cc2)nnc1-c1ccncc1
  A = 78	B = -16	C = 8	D = -4	E = -5	F = 4	G = 97	H = 93	I = 8
50	COc1ccccc1CNC(=O)C1CC(c2cccc([N+](=O)[O-])c2)=NO1 (configuration not stated)
  A = ·	B = -3	C = 16	D = -15	E = -5	F = 9	G = ·	H = ·	I = 4

In another format: results already given
Values run as follows: H69AR inhibit | S1P2 blocker | sEH inhibitor | sEH activator | S1P2 agonist | LYP act | Lung fibro prol | HUVEC inhibit | PostGolgi ctrl
(39) COC(=O)c1cc(Br)c(=O)n(-c2ccc(F)cc2)c1
    105 | -34 | -15 | 17 | -1 | 0 | 99 | 101 | 2
(40) O=C(NC1CCCCC1)C(c1ccc(F)cc1)N(Cc1ccc2c(c1)OCO2)C(=O)c1cnsn1 (configuration not stated)
    74 | -22 | -2 | 6 | 0 | 5 | 94 | 101 | ·
(41) CC1=CC(=O)C=CC1(C)C(Cl)(Cl)Cl (configuration not stated)
    105 | -2 | · | · | -8 | 4 | 102 | 106 | 10

Continuation.
Abbreviations – A = H69AR inhibit; B = S1P2 blocker; C = sEH inhibitor; D = sEH activator; E = S1P2 agonist; F = LYP act; G = Lung fibro prol; H = HUVEC inhibit; I = PostGolgi ctrl
51	Cc1ccc(-c2csc(N3CCC(C(N)=O)(N4CCCCC4)CC3)n2)cc1
  A = 77	B = 14	C = 1	D = -2	E = -5	F = -4	G = 88	H = 97	I = -4
52	CCOC(=O)c1c(NC(=O)CSc2nnc(CNC(=O)c3ccco3)n2C)sc2c1CCC2
  A = ·	B = 3	C = -5	D = 6	E = -3	F = 2	G = 90	H = 79	I = 26
53	COC(=O)c1[nH]c2cc(OC)ccc2c1NC(=O)CCN1CCSCC1
  A = 92	B = -20	C = 2	D = -1	E = -10	F = 0	G = 94	H = 96	I = 6
54	CCn1c(COc2ccccc2)nnc1SCC(=O)CC(=O)Nc1ccccc1OC
  A = 65	B = 5	C = -12	D = 11	E = -1	F = 5	G = 100	H = 91	I = 10
55	COc1ccc(Cn2c(SC)nc3ccccc32)cc1[N+](=O)[O-]
  A = ·	B = 3	C = 8	D = -6	E = -5	F = 13	G = ·	H = ·	I = 11
